# FAS-TE inh: blocks the thioesterase domain of human fatty acid synthase | P49327 | recombinant FAS-TE, OMFH fluorogenic substrate, fluorescence endpoint | inhibition, % at 15 µM | 360,000 tested, 0.67% active;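 active = compounds whose normalised, plate-corrected inhibition of enzyme fluorescence in the single-dose primary screen is 50% or more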;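 note: 0% = DMSO with enzyme and 100% = substrate without enzyme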
# NRP1-CendR mod: alters CendR peptide binding to human NRP-1; O14786; inhibition, % at 25 µM; 360,000 tested, 0.85% active; FAM-RPARPAR peptide binding to NRP-1, fluorescence polarization; AID 602438;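 active = inhibition or corrected inhibition above about 18%, plus a signal ratio from 0.5 to 1.5, limit read from the data, passing the limit was not always enough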; note: strong numbers were not always called active
# Rin1-Abl PPI inh: inhibitors of human Rin1-Abl protein interaction | 360,000 tested, 0.4% active | inhibition, % at 7.35 µM | P00519+Q13671 | TR-FRET Rin1/Abl binding, biochemical | AID 588664; in the data active = inhibition above about 5%, passing the limit was not always enough
# Target sequence (P00519 whole entry, looked up): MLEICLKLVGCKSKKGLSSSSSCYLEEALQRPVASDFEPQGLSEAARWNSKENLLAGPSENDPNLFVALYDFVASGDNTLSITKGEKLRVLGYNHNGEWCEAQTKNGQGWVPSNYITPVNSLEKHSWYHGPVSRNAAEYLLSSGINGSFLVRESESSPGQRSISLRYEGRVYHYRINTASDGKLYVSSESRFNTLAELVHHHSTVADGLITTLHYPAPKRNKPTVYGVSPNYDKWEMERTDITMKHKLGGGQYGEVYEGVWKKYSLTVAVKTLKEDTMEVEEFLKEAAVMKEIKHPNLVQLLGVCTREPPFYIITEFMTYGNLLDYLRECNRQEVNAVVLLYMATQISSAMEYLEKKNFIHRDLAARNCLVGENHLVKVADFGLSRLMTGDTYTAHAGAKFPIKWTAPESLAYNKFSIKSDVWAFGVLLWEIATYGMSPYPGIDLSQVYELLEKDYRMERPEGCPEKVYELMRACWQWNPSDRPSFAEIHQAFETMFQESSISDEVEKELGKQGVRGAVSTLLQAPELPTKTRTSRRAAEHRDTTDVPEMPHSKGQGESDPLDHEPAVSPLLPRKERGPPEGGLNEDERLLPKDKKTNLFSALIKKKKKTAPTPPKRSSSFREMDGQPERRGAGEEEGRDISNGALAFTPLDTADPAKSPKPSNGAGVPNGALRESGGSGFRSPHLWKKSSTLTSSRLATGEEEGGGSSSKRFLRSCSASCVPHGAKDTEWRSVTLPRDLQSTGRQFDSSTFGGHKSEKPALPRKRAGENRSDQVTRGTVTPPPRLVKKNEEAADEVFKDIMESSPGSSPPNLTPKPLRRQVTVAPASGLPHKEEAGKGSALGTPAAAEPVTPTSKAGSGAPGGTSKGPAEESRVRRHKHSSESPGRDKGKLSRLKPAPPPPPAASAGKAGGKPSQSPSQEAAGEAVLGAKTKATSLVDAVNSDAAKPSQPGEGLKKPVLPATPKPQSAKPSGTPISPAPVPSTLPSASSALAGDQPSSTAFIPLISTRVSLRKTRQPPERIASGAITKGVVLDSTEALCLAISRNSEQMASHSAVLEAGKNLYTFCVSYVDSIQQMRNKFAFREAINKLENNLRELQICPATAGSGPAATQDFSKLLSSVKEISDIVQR
# Target sequence (Q13671 whole entry, looked up): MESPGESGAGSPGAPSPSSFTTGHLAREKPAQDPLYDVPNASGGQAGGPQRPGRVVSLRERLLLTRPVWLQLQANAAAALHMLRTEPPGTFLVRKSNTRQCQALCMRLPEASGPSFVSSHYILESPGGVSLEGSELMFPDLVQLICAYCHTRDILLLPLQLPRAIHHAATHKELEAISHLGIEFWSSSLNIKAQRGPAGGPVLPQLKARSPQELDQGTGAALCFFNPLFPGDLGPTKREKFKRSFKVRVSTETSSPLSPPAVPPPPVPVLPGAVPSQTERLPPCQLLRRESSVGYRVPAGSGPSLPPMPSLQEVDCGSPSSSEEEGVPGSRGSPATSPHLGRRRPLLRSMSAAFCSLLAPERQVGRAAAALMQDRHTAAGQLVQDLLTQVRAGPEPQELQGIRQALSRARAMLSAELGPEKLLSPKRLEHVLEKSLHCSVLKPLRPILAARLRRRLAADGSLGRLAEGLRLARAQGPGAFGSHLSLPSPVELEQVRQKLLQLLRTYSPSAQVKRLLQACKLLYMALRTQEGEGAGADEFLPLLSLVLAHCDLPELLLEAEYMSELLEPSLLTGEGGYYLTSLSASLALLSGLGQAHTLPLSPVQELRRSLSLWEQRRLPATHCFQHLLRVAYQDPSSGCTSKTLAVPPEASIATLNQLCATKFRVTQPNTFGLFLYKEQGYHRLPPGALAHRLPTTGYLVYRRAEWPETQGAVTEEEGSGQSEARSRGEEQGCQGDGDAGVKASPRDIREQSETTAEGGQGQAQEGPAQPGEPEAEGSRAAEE
# PABP1 MLLE inh: inhibitors of microRNA-mediated deadenylation, human PABP1 MLLE binding | GST-MLLE / FITC-PAM2 fluorescence polarization | inhibition, % at 20 µM | 360,000 tested, 0.36% active; in the data active = inhibition above about 35%, passing the limit was not always enough;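 note: plate controls were DMSO wells with GST-MLLE for no effect and wells lacking GST-MLLE protein for full effect; some results filed as inactive read as strong as hits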
# E coli Lon inh: inhibitors of E. coli Lon protease | 360,000 tested, 0.42% active | P0A9M0 | inhibition, % at 7.94 µM | AID 602123 | purified E. coli Lon protease, fluorescence polarization; in the data active = inhibition above about 13%, passing the limit was not always enough;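 note: 0% = enzyme with probe and DMSO and 100% = no enzyme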
# MT1-MMP act inh: inhibitors of human MT1-MMP activation. P50281. HT1080 RFP-PRO-GFP cells, GFP/RFP ratio fluorescence, overnight; percent of plate control window, DMSO zero. GFP/RFP ratio change, % at 20 µM. 360,000 tested, 0.061% active;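 active = GFP/RFP ratio change of at least 30% with cell ATP level not reduced by more than half and red fluorescence within 50% of control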; note: strong numbers were not always called active
#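 Assay system: HT1080 RFP-PRO-GFP cells | Dosing: 20 µM single dose, 1% DMSO | Incubation: Cells overnight before dosing, compound overnight, 37 °C, 5% CO2 | Evaluation: GFP/RFP fluorescence ratio | Control set: DMSO-only wells and HT1080 RFP-L50D-GFP cell wells as references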
# Neddyl block: blocks human cullin neddylation | P61081+Q13564 | AID 651699 | calls only at 25 µM | TR-FRET cullin neddylation, biochemical | 360,000 tested, 0.58% active; in the data active = inhibition above about 36%
# bovine MsrA act: bovine methionine sulfoxide reductase A activation; purified bovine MsrA, absorbance read-out; activation, % at 10.6 µM; 360,000 tested, 0.3% active; in the data active = activation above about 7.5%;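 note: 0% = vehicle and 100% = reference activator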
# SKN-1 inh: C. elegans SKN-1 inhibition; AID 624304; 360,000 tested, 0.49% active; inhibition, % at 21.8 µM; C. elegans VP596 Pgst-4::GFP/RFP ratio, acrylamide-induced, 24 h;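 active = interference check ratio from 0.5 to 1.5 plus GFP to RFP signal ratio inhibition reaching or exceeding a fixed threshold, cut at about 30% in these data, passing the limit was not always enough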; note: some compounds called inactive have numbers as strong as hits
# * marks the source's active call; other numbers are inactive results; i = inactive; . = not tested or not shown; + = active, no number. Compounds as they come. About 4% of those tested had a hit in this group.
SMILES,FAS-TE inh,NRP1-CendR mod,Rin1-Abl PPI inh,PABP1 MLLE inh,E coli Lon inh,MT1-MMP act inh,Neddyl block,bovine MsrA act,SKN-1 inh
Cn1c(=O)c2c(ncn2Cc2ccc(Cl)c(Cl)c2)n(C)c1=O,14,-4,-2,14,-3,-2,i,-1,2
CC(=O)Nc1ccc(S(=O)(=O)NCCCCNS(=O)(=O)c2ccc(NC(C)=O)cc2)cc1,3,-4,2,6,11,-1,i,-2,10
C=CCC1=C/C(=C\c2c(N)n3nc(CC(=O)N4CCOCC4)sc3nc2=O)C=C(OC)C1=O,-7,-220,-1,-128,-276,1,i,-5,-5
Cn1c(=O)c2[nH]c(SCCN)nc2n(C)c1=S,-8,7,1,-1,-2,0,i,-4,-13
COc1ccc(N2CCN(CC(=O)Nc3cccc(S(=O)(=O)N4CCOCC4)c3)CC2)cc1,-6,-2,0,1,16,0,i,-5,7
CC(C)(C)c1ccccc1OCCOCCN1CCCCCC1,-1,4,-7,-7,14,-2,i,-12,-17
CCSc1ncc(CO)c(N)n1,-6,4,2,-8,6,-4,i,-13,-8
O=C(CSc1ncnc2sc3c(c12)CCC3)Nc1ccccc1C(=O)O,0,-27,3,0,1,2,i,-3,3
C/C(=N\OC(=O)Nc1ccc(Cl)cc1)c1ccc(F)c(F)c1,20,-1,5,-4,1,0,i,1,10
CCOC(=O)c1sc(NC(=O)COC(=O)CNC(=O)c2ccco2)c(C(=O)OCC)c1C,0,-7,-6,7,11,-1,i,-2,4
O=C(CN1CCN(Cc2ccccc2)CC1)NNC(=O)c1ccccc1,-10,-1,3,3,-3,-2,i,-7,6
NC(Cc1ccc(OC(F)F)cc1)C(=O)O (centres undefined),-5,-3,-5,14,9,7,i,-1,-7

# In a second layout: entries from further up
Structure: O=C(CSc1ncnc2sc3c(c12)CCC3)Nc1ccccc1C(=O)O
  FAS-TE inh: 0	NRP1-CendR mod: -27	Rin1-Abl PPI inh: 3	PABP1 MLLE inh: 0	E coli Lon inh: 1	MT1-MMP act inh: 2	Neddyl block: i	bovine MsrA act: -3	SKN-1 inh: 3

Structure: C/C(=N\OC(=O)Nc1ccc(Cl)cc1)c1ccc(F)c(F)c1
  FAS-TE inh: 20	NRP1-CendR mod: -1	Rin1-Abl PPI inh: 5	PABP1 MLLE inh: -4	E coli Lon inh: 1	MT1-MMP act inh: 0	Neddyl block: i	bovine MsrA act: 1	SKN-1 inh: 10

# Additional structures.
SMILES,FAS-TE inh,NRP1-CendR mod,Rin1-Abl PPI inh,PABP1 MLLE inh,E coli Lon inh,MT1-MMP act inh,Neddyl block,bovine MsrA act,SKN-1 inh
O=C(O)C1C2C=CC(O2)C1C(=O)NCc1ccccc1Br (centres undefined),-1,4,-2,4,-8,3,i,-7,-1
O=C(CNc1cccc(S(=O)(=O)N2CCCC2)c1)Nc1cccc(C(F)(F)F)c1,31,8,4,-24,1,-2,i,3,-8
C=CCNC(=O)c1cc(=O)c2ccccc2o1,-2,-18,2,-11,-1,1,i,-9,-9
CC(C)(C)[C@H]1COC(=O)[C@H](Cc2ccc(F)cc2)CC/C=C/C[C@@H](CC(=O)N[C@H](CO)Cc2ccccc2)C(=O)N1,-10,14,9,2,-2,-2,i,-1,0
Cc1ccc(NC(=O)CS(=O)CC(=O)NC23CC4CC(CC(C4)C2)C3)cc1 (centres undefined),-1,6,2,-5,-13,4,i,-2,1
CCOC(=O)CC1=C(C(=O)OCC)C(c2cc(OC)c(OC)cc2OC)C(C#N)=C(N)O1 (centres undefined),-10,-16,2,10,-5,-6,i,-6,33
Cc1cccc(NC(=O)c2ccc([N+](=O)[O-])o2)c1C,0,8,-6,8,1,-1,i,3,1
CN(C(=O)Cn1cccc1C1=NC(c2ccccc2)CO1)c1ccccc1 (centres undefined),-7,0,1,6,-7,8,i,-12,-8
O=c1n(Cc2ccc(F)cc2)nc2n1-c1ccccc1SC2,21,6,-5,-9,1,0,i,-2,-5
COc1ccc(CNC(=O)CCSCc2cccc(Cl)c2)c(OC)c1,2,13,5.2*,-7,-1,2,i,-5,6
CCCCN1C(=O)C(NC(=O)C2CC2)(C(F)(F)F)C2=C1CC(C)(C)CC2=O (centres undefined),-4,2,2,1,-6,-1,i,-2,-1
CCOC(CNC(=O)C(=O)Nc1cc2c3c(c1)CC(=O)N3CCC2)OCC,-5,6,-4,-1,5,1,i,-1,14
COc1c2c(nc3occc13)C(CC=C(C)C)(OC)C(=O)C=C2 (centres undefined),-1,3,1,8,-9,-1,i,-4,-3
Cc1onc(C(=O)N2CCN(Cc3ccccc3)CC2)c1[N+](=O)[O-],-6,-3,-2,-9,-5,-1,i,-1,7
COc1cccc(CNC(=O)Cn2cccc2C(=O)c2ccccc2C)c1,-4,9,-2,-20,-3,0,i,-1,12
COc1ccc(/C=N/n2cnnc2SCc2ccc(OC)cc2)cc1,5,-1,0,-9,-6,2,i,0,-2
CCCC(=O)N(Cc1cc2cc(OC)ccc2[nH]c1=O)c1ccc(OC)cc1,0,8,-3,0,5,0,i,-1,-4
Cc1ccc(CCNC(=O)c2cc(-c3ccncc3)nc3ccccc23)cc1,10,4,-1,3,-6,2,i,-3,3
Cc1ccc(NC(=O)C2CCCC2)cc1Cl,2,1,-4,-7,3,-2,i,-5,4
CCCCn1c(SCC(N)=O)nc2ccc(N3CCOCC3)cc2c1=O,2,-6,-2,-48,6,1,.,-3,-5
Cc1ccc(C)c(S(=O)(=O)N2CCN(CC(=O)NC(=O)NCc3ccccc3)CC2)c1,12,4,-4,8,2,-3,i,0,4
O=C(CCCc1cccs1)Nc1nc2c(s1)CCCC2,8,6,-1,-10,1,-5,i,0,2
O=C(Cn1nnc(-c2ccccc2)n1)OCc1ccccc1,8,10,1,17,3,-2,i,-4,15
Cc1ccc(C(=O)NCC(=O)OCc2nc3ccsc3c(=O)[nH]2)cc1C,-5,1,6,9,6,-1,i,-4,8
COc1cc(S(=O)(=O)N2CCCN(C)CC2)ccc1NC(C)=O,-3,15,6,15,-2,-3,i,-1,3
CCOC(=O)N1CCN(C(=O)CN(c2cccc(C(F)(F)F)c2)S(C)(=O)=O)CC1,-5,4,4,-4,1,4,i,-11,-15
Cc1cc(=O)oc2cc(OCC(=O)OCC(=O)Nc3ccc(C(C)C)cc3)ccc12,14,-11,1,-12,1,1,i,-1,4
O=C(Nc1ccc(C(=O)O)cc1)Nc1cccc2ccccc12,-2,14,-1,-4,-11,-1,i,-4,16
CNCc1ccccc1Sc1cccc2ccccc12,-14,6,-4,7,-11,1,i,-1,6
CCN(CC)CCn1c(NCc2cc(OC)ccc2OC)nc2ccccc21,-4,-13,1,1,1,-7,i,-3,-2
COc1cc(C2NC(=O)NC(C)=C2C(=O)OC(C)(C)C)ccc1OCC(=O)O (centres undefined),-5,-9,1,-6,-2,-5,i,-3,1
Cc1cc(Cl)ccc1Oc1cccc(C(=O)/C(C#N)=C/N(C)C)c1,19,-14,1,-4,-9,-5,i,1,11
CCCCCNC(=O)C1c2ccccc2Oc2ccccc21,-5,11,1,2,-9,1,i,-1,14
COc1ccc(S(=O)(=O)Nc2ccccc2C(=O)NCc2cccnc2)cc1C,-6,7,3,2,3,3,+,-2,2
Cc1nc2ccccn2c(=O)c1NC(=O)c1cccs1,-4,-2,-2,3,-4,-10,i,-5,21
CCN1C[C@@H]2[C@@H]3C(=O)N(Cc4ccccc4)C(=O)[C@@H]3[C@](C)(C1=O)N2C(=O)c1ccc(Cl)cc1,-8,5,3,5,1,0,i,-1,8
CC1(C)CC(=O)C2=C(C1)N(Cc1cccnc1)C(=O)C2(NC(=O)c1cccnc1)C(F)(F)F (centres undefined),-4,-6,2,9,-4,3,i,0,9
Cc1ccc(Nc2nc(C)c(CCC(C)C)c(=O)[nH]2)cc1,-3,5,0,-1,0,2,i,0,3
Cc1ccc(C2CC(c3ccccc3)=NN2C(=O)CSc2nnc(-c3ccncc3)n2C)o1 (centres undefined),-7,-20,-1,4,7,0,i,-4,3
CCN1CCn2c3c(c4cc(Br)ccc42)CCCC31 (centres undefined),7,2,3,-4,-8,1,i,-11,22
COc1ccc(/C=N/NC(=O)CC(=O)NC2CCCCC2)cc1,-4,8,3,-13,-5,-1,i,-4,8
Cc1cc(C)cc(NCc2cc3c(cc2[N+](=O)[O-])OCO3)c1,13,-1,4,6,-1,5,i,-4,-10
CS(=O)(=O)c1ccc2nc(NC3(C(F)(F)F)N=C4SCCN4C3=O)sc2c1 (centres undefined),-9,-16,1,42*,0,0,i,-4,7
Cc1cc(C(=O)N/N=C/c2cccs2)no1,-10,5,-1,2,0,1,i,-2,5
COc1ccc(C2CC(c3ccccc3)=NN2C(=O)COC(=O)c2cc(S(=O)(=O)N3CCOCC3)ccc2F)cc1 (centres undefined),45,-5,-2,1,3,-3,i,-2,9
Cc1cccn2c(=O)c(/C=C(\C#N)C(=O)NCc3ccccc3)c(N3CCC(C(N)=O)CC3)nc12,11,11,1,-8,4,-1,i,2,0
COc1ccc(C(C)=O)cc1CON=C1CSCc2ccccc21,9,-8,-2,26,-8,0,i,-4,3
Cn1c(N)c(C(=O)COC(=O)CSc2ccccc2)c(=O)n(C)c1=O,-14,1,-3,23,-2,-3,i,-11,-2
COc1ccc(/C=N/NC(=O)c2cccc([N+](=O)[O-])c2)cc1O,0,5,0,6,6,-1,i,-3,10
Cc1cc(NC(=O)CCCC(=O)NCc2cccs2)no1,-5,-6,-5,7,-2,-3,i,7.9*,-3
COc1ccc(-c2cc(CNS(=O)(=O)c3ccc(F)cc3)on2)cc1,-4,3,0,10,11,5,i,-10,12
Cc1ccc(CNS(=O)(=O)c2cc3c(cc2C)NC(=O)CO3)cc1,0,3,-1,-3,-8,3,i,-3,7
Cc1ccc(C(=O)CSc2nnc(-c3ccncc3)n2C)cc1,-3,2,0,-6,-2,4,i,0,9
CSc1ccccc1NC(=O)COC(=O)CCc1ccccc1,4,8,0,-3,-5,-5,i,2,9
Cc1cc(C)nc(NS(=O)(=O)c2ccc(NC(=O)C3CC(=O)N(c4ccccc4)C3)cc2)n1 (centres undefined),-7,-1,2,3,-1,3,i,-3,11
Cc1cccc2sc(NNC(=O)c3ccc(S(=O)(=O)N4CCc5ccccc5C4)cc3)nc12,18,-11,2,-72,-15,11,i,-3,11
COc1ccc(CN(C(=S)Nc2ccccc2)C2CC(=O)N(c3ccc(F)cc3)C2=O)cc1 (centres undefined),22,2,1,-7,-1,3,i,1,15
CC(NC(=O)NCC1CCCO1)(C(F)(F)F)C(F)(F)F (centres undefined),-1,14,0,-6,0,4,i,-6,-19
CC(C)(C)c1nc(CN2CCOCC2)ccc1O,27,-40,-1,23,-4,-7,i,-4,-6
Cc1n(CC(O)COCc2ccccc2)c2ccccc2[n+]1C (centres undefined),-7,-3,1,-92,1,2,i,0,-1

# (next part)
SMILES,FAS-TE inh,NRP1-CendR mod,Rin1-Abl PPI inh,PABP1 MLLE inh,E coli Lon inh,MT1-MMP act inh,Neddyl block,bovine MsrA act,SKN-1 inh
COc1ccccc1C(=O)NCCC(=O)NCC1CCCCC1,-4,-9,0,6,-6,2,i,-1,4
COc1cc([N+](=O)[O-])c2nccnc2c1,-1,1,-1,4,-3,2,i,-4,-16
Cc1ccc(/C=C/c2onc(C)c2S(=O)(=O)N2CCC(C(=O)NC(C)(C)C)CC2)cc1,24,15,-3,10,-4,-5,i,2,-8
CCNC(=S)N(Cc1c(C)noc1C)c1ccccc1,-10,9,3,-29,-4,4,i,-14,-9
Cc1nnc(SCC(=O)Nc2cc(C(C)(C)C)nn2-c2ccccc2)s1,-3,6,-2,2,7,-3,i,3,6
O=C(/C=C(/c1ccc(Cl)cc1)n1cncn1)c1ccccc1,-4,-4,-2,4,-9,-4,i,-1,-7
